PLC-gamma1 inh – PLC-gamma1 enzyme inhibitors, primary screen, biochemical, fluorescence, purified enzyme; AID 720700, 2013; 370,000 tested, 0.84% active; 1-phosphatidylinositol 4,5-bisphosphate phosphodiesterase gamma-1 (Homo sapiens), P19174; inhibition, % at 12.2 µM; fluorogenic substrate; in the data active means inhibition above about 9.5%
LEDGF integ inh – blockers of LEDGF/p75-dependent integrase strand transfer – biochemical, TR-FRET, high throughput, primary screen; AID 743269, 2014; 370,000 tested, 0.64% active; inhibition, % at 3.7 µM; TR-FRET IN-LEDGF/p75 DNA integration, Eu/Cy5; HIV-1 integrase (with human LEDGF/p75);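 active means inhibition above the screen-wide mean plus 3 SD, cut at about 13% in these data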;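 further: signal is the Cy5 over europium emission ratio at 671 and 618 nm; 0% = plate median of compound wells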
KLK7 zymogen act – proKLK7 zymogen activators, primary screen, biochemical, fluorescence intensity; Kallikrein-7 (Homo sapiens), P49862; purified proKLK7, EDANS-DABCYL substrate fluorescence; 100% is mature enzyme control, 0% vehicle; activation, % at 7 µM; 370,000 tested, 0.9% active; AID 652039, 2013;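 active means activation above the mean of all tested compounds plus 3 SD, computed per campaign excluding outliers beyond control limits, cut at about 13% in these data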
ARFGAP1 inh – inhibitors of rat ARFGAP1 GAP activity, primary screen, biochemical, fluorescence polarization, GDP tracer; Arfgap1-stimulated ARF1 GTP hydrolysis, GDP FP detection; 360,000 tested, 0.26% active; ADP-ribosylation factor GTPase-activating protein 1 (Rattus norvegicus), Q62848; inhibition, % at 16.5 µM; AID 651572, 2012;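 active means inhibition above a per-plate limit, mean inhibition of low control wells plus 3 SD, cut at about 25% in these data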;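 further: 0% = DMSO wells with enzyme and 100% = wells lacking Arfgap1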
Target sequence (Q62848 1-136 limits assumed): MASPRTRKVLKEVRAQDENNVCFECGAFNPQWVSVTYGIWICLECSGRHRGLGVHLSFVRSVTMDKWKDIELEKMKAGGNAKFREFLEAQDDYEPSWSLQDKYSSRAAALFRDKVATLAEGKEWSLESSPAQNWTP
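Assay system: purified rat His6-Arfgap1 residues 1-136 (GAP domain); Reagent: human Δ17 ARF1 bound to GTP; Dosing: 16.5 µM single point, 1.26% DMSO; Times: GTP hydrolysis reaction 2 h at 25 °C; Signal: FP, GDP Alexa 633 tracer displaced from anti-GDP antibody, 620/688 nm; Measure: % inhibition from polarization.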
ASAP1 inh – inhibitors of human ASAP1 ArfGAP activity, primary screen, biochemical, fluorescence polarization | Arf-GAP with SH3 domain, ANK repeat and PH domain-containing protein 1 (Homo sapiens), … | ASAP1-stimulated ARF1 GTP hydrolysis, GDP FP detection | 360,000 tested, 0.19% active | AID 624377, 2012 | inhibition, % at 16.5 µM; in the data active means inhibition above about 25%;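 further: 0% = vehicle with enzyme and substrate and 100% = no enzyme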
Target sequence (Q9ULH1 325-724 limits assumed): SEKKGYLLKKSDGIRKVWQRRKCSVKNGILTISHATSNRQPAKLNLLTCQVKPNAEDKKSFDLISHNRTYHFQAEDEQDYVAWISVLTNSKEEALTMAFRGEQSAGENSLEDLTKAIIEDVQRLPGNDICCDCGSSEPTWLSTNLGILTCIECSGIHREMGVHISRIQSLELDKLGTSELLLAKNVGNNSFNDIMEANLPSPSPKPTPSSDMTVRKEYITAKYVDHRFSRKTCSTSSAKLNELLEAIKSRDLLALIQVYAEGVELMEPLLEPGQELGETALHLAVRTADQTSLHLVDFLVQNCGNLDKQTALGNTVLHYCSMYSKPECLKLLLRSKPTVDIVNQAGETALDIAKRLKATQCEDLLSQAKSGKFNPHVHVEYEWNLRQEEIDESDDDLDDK
ADAM17 inh – ADAM17 inhibitors, primary screen, biochemical, QFRET | Disintegrin and metalloproteinase domain-containing protein 17 (Homo sapiens), P78536 | recombinant ADAM17, EDANS/DABCYL FRET peptide cleavage | inhibition, % at 6.95 µM | 370,000 tested, 0.83% active | AID 720648, 2013;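 active means inhibition above the mean of compounds lying between control limits plus 3 SD, set per campaign, cut at about 8.5% in these data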;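 further: 0% = DMSO-only wells as the low control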
DDE Tn7 FP inh – inhibitors of Tn7 peptide binding to fibrin DD(E), primary screen, biochemical, fluorescence polarization, human fibrin, Tn7 probe | Fibrinogen beta chain (Homo sapiens), P02675 | FP displacement of FITC-Tn7 peptide from fibrin DD(E); 0% = median of compound wells per plate | inhibition, % at 8.3 µM | 370,000 tested, 0.13% active | AID 720508, 2013;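 active means inhibition above the mean of compounds falling within the control limits plus 3 SD of them, cut at about 14% in these data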;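 further: 0% = plate median of compound wells and 100% = 10 µM Aha-Tn7 peptide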
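Assay system: Fibrin-DD(E) protein isolated from polymerized human fibrin clots; read-out basis: percent inhibition; medium: Tris/NaCl/CaCl2 buffer, pH 7.8; signal: FP measurement; incubation: 10 min plus 3 h, room temperature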
TDP2 inh – human TDP2 enzyme inhibitors, primary screen, biochemical, epi absorbance, recombinant enzyme; Tyrosyl-DNA phosphodiesterase 2 (Homo sapiens), O95551; T5PNP hydrolysis, p-nitrophenol absorbance 415 nm; inhibition, % at 12.8 µM; 370,000 tested, 0.34% active;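 active means inhibition above the mean of all tested compounds plus 3 SD, set per campaign, cut at about 25% in these data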;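 further: 0% = DMSO with enzyme and 100% = buffer with substrate but no TDP2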
Target sequence (O95551 whole entry, looked up): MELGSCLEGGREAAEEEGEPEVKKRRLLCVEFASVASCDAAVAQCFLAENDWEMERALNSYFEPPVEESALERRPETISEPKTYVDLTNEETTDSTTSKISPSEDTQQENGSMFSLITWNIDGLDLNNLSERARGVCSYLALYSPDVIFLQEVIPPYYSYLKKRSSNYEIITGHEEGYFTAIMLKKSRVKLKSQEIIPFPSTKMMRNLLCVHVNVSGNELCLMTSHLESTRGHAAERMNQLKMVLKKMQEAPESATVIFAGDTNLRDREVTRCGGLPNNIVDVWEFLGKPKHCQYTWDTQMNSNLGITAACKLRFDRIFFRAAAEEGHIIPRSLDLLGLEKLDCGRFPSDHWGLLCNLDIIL
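Assay system: recombinant human TDP2 / Reagent: T5PNP substrate at 5 mM, a TopII-DNA adduct mimic / Measured by: epi absorbance from released p-nitrophenol / Evaluation: % inhibition relative to enzyme-containing and enzyme-free wells / Control set: enzyme-free and DMSO wells / Replicates: each compound tested once, singlicate / Schedule: enzyme reaction with compound for 2 h at 37 °C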
DDE Tn6 FP inh – inhibitors of Tn6 peptide binding to fibrin DD(E), primary screen, biochemical, fluorescence polarization, human fibrin, Tn6 probe; inhibition, % at 8.3 µM; 370,000 tested, 0.21% active; Fibrin DD(E) TRITC-Tn6 fluorescence polarization displacement;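 active means inhibition above a per-campaign cutoff: mean of compounds within control limits plus 3 SD, cut at about 15% in these data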;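 further: 0% = median of all compound wells on the plate and 100% = blocking peptide control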
ADAM10 inh – human ADAM10 inhibitors, primary screen, biochemical, QFRET, HTS. AID 720582, 2013. Disintegrin and metalloproteinase domain-containing protein 10 (Homo sapiens), O14672. inhibition, % at 7 µM. 370,000 tested, 0.62% active. recombinant ADAM10, EDANS/DABCYL FRET peptide cleavage, 3 h;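 active means inhibition above a per-campaign cutoff equal to the mean of compounds falling between control-based bounds plus 3 SD, cut at about 20% in these data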;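 further: 0% = DMSO wells while the 100% control is not disclosed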
An asterisk follows results filed as active; i = inactive; x = no result given.

SMILES	PLC-gamma1 inh	LEDGF integ inh	KLK7 zymogen act	ARFGAP1 inh	ASAP1 inh	ADAM17 inh	DDE Tn7 FP inh	TDP2 inh	DDE Tn6 FP inh	ADAM10 inh
CCOC(=O)C1(CC2CC2)CCN(Cc2ccc3cccc(F)c3n2)CC1	8.7	7.6	0.0	4.5	-3.9	-1.3	1.8	0.5	-0.2	4.2
CCOC(=O)c1cccc(NC(=O)/C=C/c2ccc3c(c2)OCO3)c1	-27.9	-3.8	0.3	8.7	-7.2	-7.7	3.7	-5.1	-0.5	-38.6
Cc1ccc2c(c1)N(CC(=O)N1CCCCCC1)C(=O)CO2	4.2	-1.1	-0.4	-9.8	11.0	-1.2	2.5	-14.8	-7.8	1.6
O=C(c1ccc(Cl)s1)N1CCc2ccccc21	-0.5	0.0	-0.1	4.9	-15.3	1.6	2.6	0.8	-8.6	1.4
CCOC(=O)C1(C)NC(c2cc(OC)c(OC)c(OC)c2)C2C(=O)N(CC)C(=O)C21 (configuration not stated)	-1.2	1.2	-0.1	1.6	-3.4	-3.8	2.0	-6.8	-6.0	-9.4
CCN(C[C@H]1N[C@@](C)(C(=O)OC)[C@H]2C(=O)N(Cc3ccccc3)C(=O)[C@@H]12)S(=O)(=O)c1ccc(C(C)(C)C)cc1	4.6	7.8	0.4	-15.8	-16.5	9.4*	-4.9	-16.1	-5.3	15.4
O=C(CSc1nnc(CNC(=O)c2c(F)cccc2Cl)o1)Nc1ccccc1	2.4	1.0	0.0	0.9	18.4	-4.2	-4.6	2.8	-2.5	-0.2
CCC(C)c1ccccc1N1CC(C(=O)NCCC2=CCCCC2)CC1=O (configuration not stated)	-3.7	-0.7	-0.4	4.6	-6.5	-4.8	0.3	2.1	3.3	-10.7
CCOc1ccc(S(=O)(=O)N2CCC(C(=O)NCCc3ccc(S(N)(=O)=O)cc3)CC2)cc1	-0.6	-4.8	0.0	23.1	10.0	-2.2	2.2	-1.5	2.8	-3.2
CNc1nc(C)nc(-n2nc(C)cc2C)n1	-0.6	0.3	-0.2	3.2	4.6	-2.5	-5.4	-10.2	-3.9	-6.5
Cc1cccn2c(=O)c(/C=C(\C#N)C(=O)NC3CCS(=O)(=O)C3)c(N3CCC(C)CC3)nc12 (configuration not stated)	-49.1	1.7	9.4	10.0	-7.3	-159.9	2.5	14.1	-6.6	i
CCc1ccccc1N(C)S(=O)(=O)c1ccc(-c2cc(C)no2)s1	2.7	-4.6	0.3	1.1	-0.7	5.8	4.9	-9.3	-6.9	17.5
COc1ccc(NC(=O)c2cc(Br)ccc2Cl)c([N+](=O)[O-])c1	6.1	-0.9	0.5	6.5	-5.8	-2.7	4.5	-4.2	1.3	-1.1
Oc1[nH]c(=S)sc1C=C1N=c2ccccc2=N1	-17.2	-1.8	0.9	-2.3	3.6	-11.7	-2.8	-6.3	1.1	-22.1
Cc1cc(C)cc(N(C(=O)c2ccccn2)C(C(=O)NC2CCCCC2)c2ccncc2)c1 (configuration not stated)	5.0	3.3	0.2	-2.6	2.2	1.8	-3.0	-2.2	8.7	3.0
C[C@H](NC(=O)c1nc[nH]c1C(=O)NCC(=O)OCc1ccccc1)c1ccccc1	0.3	1.1	0.3	-4.2	2.5	0.5	1.6	5.0	-5.0	10.8
Cc1ccc(CCN2CC(C(=O)NCCCN3CCOCC3)CC2=O)cc1 (configuration not stated)	3.1	-4.1	0.2	-1.8	11.8	-0.3	-3.6	-2.9	-1.0	-11.6
COc1ccc(N=C2S/C(=C\c3cc(C)n(C)c3C)C(=O)N2C)cc1	1.1	1.2	0.2	7.7	1.7	-0.3	1.4	-2.0	5.8	-1.6
O=C(Cc1ccccc1)N1CCC(c2nc(-c3ccc(F)cc3)no2)CC1	-0.8	-3.3	-0.7	-5.8	1.0	-3.8	-0.3	3.3	3.5	-4.3
O=C(CCN1CCCCCC1)c1ccccc1	-1.2	-0.2	-0.5	1.4	-2.9	-4.2	-1.4	6.2	-3.5	-2.4
O=C(NC(=S)Nc1ccc2[nH]c(=O)[nH]c2c1)c1ccccc1F	7.1	2.5	-0.4	-12.6	-8.4	2.5	-8.0	-14.9	2.8	7.7
O=C(O)c1ccccc1NS(=O)(=O)c1ccc2ccccc2c1	-7.0	2.4	0.2	-0.1	17.1	-0.9	-6.8	18.2	5.5	-13.4
O=C(O)CC1NC(=S)N(c2ccccc2)C1=O (configuration not stated)	2.5	-1.3	0.2	12.2	2.9	-0.4	-9.5	-1.4	-0.6	1.5
O=C(CN1CCN(S(=O)(=O)c2ccc(Cl)c(Cl)c2)CC1)N1CCCCC1	-0.4	17.0*	0.2	-5.0	9.9	-5.1	1.5	-10.6	0.3	-11.6

An excerpt from above, limited to PLC-gamma1 inh, DDE Tn6 FP inh and ARFGAP1 inh.
smiles,PLC-gamma1 inh,DDE Tn6 FP inh,ARFGAP1 inh
O=C(O)CC1NC(=S)N(c2ccccc2)C1=O (configuration not stated),2.5,-0.6,12.2
O=C(NC(=S)Nc1ccc2[nH]c(=O)[nH]c2c1)c1ccccc1F,7.1,2.8,-12.6

Additional compounds follow:
SMILES	PLC-gamma1 inh	LEDGF integ inh	KLK7 zymogen act	ARFGAP1 inh	ASAP1 inh	ADAM17 inh	DDE Tn7 FP inh	TDP2 inh	DDE Tn6 FP inh	ADAM10 inh
O=C(NN1CCOCC1)c1cc(-c2ccncc2)nc2ccccc12	-1.0	-3.0	0.0	-11.8	6.6	-1.6	3.0	13.1	-1.8	4.9
C=CCc1cccc(/C=N/NC(=O)C(C)Nc2cccc(C)c2)c1O (configuration not stated)	-12.3	-0.9	-11.3	4.7	-5.3	5.8	5.8	9.5	-1.0	10.1
COc1ccc(C)cc1NC(=O)c1cc(S(=O)(=O)N2CCOCC2)cn1C	0.7	-3.4	0.6	-23.4	1.3	-4.6	0.7	1.4	1.5	-8.0
CN(Cc1ccccc1)c1cc(Cl)nc(N)n1	-0.6	-5.3	-0.3	8.8	4.2	-2.1	-3.2	-0.8	2.0	-0.8
COc1ccc(/C=N/Nc2nc(NCc3ccco3)nc(Nc3ccc(OC)cc3)n2)cc1	0.2	1.9	-0.8	12.1	10.9	3.9	-3.6	-4.7	-8.0	1.2
O=C(Nc1ccc2c(c1)OCCO2)C1CCC1	1.1	1.1	0.1	-5.2	-21.1	0.1	3.5	3.5	-4.0	8.0
CCc1ccc(CN(C)C(=O)c2cc(S(=O)(=O)N3CCN(CC)CC3)ccc2Cl)cc1	3.1	-2.7	0.4	-2.3	12.6	-4.2	-0.8	-11.1	-2.3	-5.6
CC(Cl)C(=O)N1CCC(C(=O)NC2CCCc3ccccc32)CC1 (configuration not stated)	1.4	5.9	0.4	x	x	1.8	-8.1	2.0	0.0	2.0
COc1ccc(CNC(=O)CN2C(=O)CCSc3ccc(S(=O)(=O)N4CCCC4)cc32)cc1	0.3	0.7	0.2	3.8	12.9	-3.2	-9.1	-2.2	-0.8	-4.3
O=C(COc1ccc2ccc(=O)oc2c1)Nc1cccc(S(=O)(=O)N2CCCCC2)c1	-6.3	4.9	1.4	12.6	-9.3	-9.3	-3.4	-3.0	8.2	-35.1
O=C(NCCCN1CCOCC1)c1ccc(S(=O)(=O)Nc2cccc(C(F)(F)F)c2)cc1	0.3	-1.9	-0.1	-1.1	8.2	-4.7	0.4	-0.2	-0.8	-10.9
CC(=O)c1c(C)nc(-c2ccccc2)nc1NC(=O)Cc1ccccc1	0.5	-9.1	0.2	5.2	1.5	-5.6	11.7	-0.6	8.8	-0.6
O=C(C1CCCN(S(=O)(=O)c2ccc(F)cc2)C1)N1CCCCCC1 (configuration not stated)	-0.2	-0.2	-0.3	11.8	-3.1	-2.9	0.0	4.4	4.9	9.4
O=C(O)c1cccc2c1C(=O)c1ccc(N3CCCC3)cc1S2(=O)=O	-103.7	0.7	1.1	8.3	6.1	-0.4	-10.7	7.7	3.1	-0.6
CN(C)Cc1ccccc1Cc1ccccc1	2.8	-3.6	0.5	9.0	1.3	-3.4	-7.8	9.0	0.8	-5.0
CCSC1(SCC)N=C(N)C2(C#N)C(c3ccc(OC)c(OC)c3OC)C12C#N (configuration not stated)	-38.6	-1.6	0.9	-5.7	1.9	-21.8	-2.0	7.2	-3.4	-70.9
Clc1ccc(CN2C3=NCCCN3c3ccccc32)cc1Cl	4.1	-0.7	-0.2	0.0	-18.3	1.2	3.9	3.2	1.1	9.6
Cc1nc2ccccc2nc1OCC(=O)N1CCN(c2ccccc2)CC1	-1.4	-1.1	0.8	5.4	-0.3	-11.8	2.9	6.5	4.0	-11.5
COc1ccc(CC(=O)Nc2cc(=O)n(C)c(=O)n2C)cc1	-1.0	-2.9	0.9	-0.6	6.8	-0.2	1.4	-3.6	-1.1	-17.1
Cc1ccc(S(=O)(=O)n2ccc(-c3ccc(OCc4c(F)cccc4Cl)cc3)n2)cc1	-0.9	-0.7	0.2	-1.8	-1.2	0.8	-0.4	6.3	4.0	4.1
C=CCN1C(=O)[C@@H](CC(=O)N2CCCCC2)[C@]2(C(=O)OC)CCCCC=C12	0.8	-0.8	0.6	x	x	1.9	-5.2	-8.4	-2.1	-4.1
CC1Cc2nc(SCC(=O)NCC3CCCO3)n(Cc3ccccc3)c(=O)c2S1 (configuration not stated)	9.6*	-2.2	0.0	-1.3	1.8	0.6	-6.7	-2.0	-3.3	-7.2
CCOC(=O)c1sc2nc3c(cc2c1N)COC(C)(CC)C3 (configuration not stated)	i	0.0	2.0	0.7	-6.2	-27.6	-3.6	-0.9	-6.8	-125.4

Assay outcomes deposited in PubChem BioAssay by The Scripps Research Institute Molecular Screening Center.
